NPYLR7 agonist – mosquito NPYLR7 agonism; HEK293T NPYLR7/Galpha15, GCaMP6s calcium fluorescence; activation, % at 10 µM; actives 0.15% (n = 270,000); AID 1259423; in the data active = activation above about 40%;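 note: 0% = vehicle and 100% = reference agonist at the receptor; some compounds past the cut are filed as inactive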
hcGAS inh – blocks human cGAS activity; recombinant h-cGAS, ATP depletion, Kinase-Glo luminescence; inhibition, % at 12.5 µM; actives 0.081% (n = 290,000);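 note: 0% = vehicle reaction and 100% = reaction without DNA for no activity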
Target sequence (Q8N884 whole entry, looked up): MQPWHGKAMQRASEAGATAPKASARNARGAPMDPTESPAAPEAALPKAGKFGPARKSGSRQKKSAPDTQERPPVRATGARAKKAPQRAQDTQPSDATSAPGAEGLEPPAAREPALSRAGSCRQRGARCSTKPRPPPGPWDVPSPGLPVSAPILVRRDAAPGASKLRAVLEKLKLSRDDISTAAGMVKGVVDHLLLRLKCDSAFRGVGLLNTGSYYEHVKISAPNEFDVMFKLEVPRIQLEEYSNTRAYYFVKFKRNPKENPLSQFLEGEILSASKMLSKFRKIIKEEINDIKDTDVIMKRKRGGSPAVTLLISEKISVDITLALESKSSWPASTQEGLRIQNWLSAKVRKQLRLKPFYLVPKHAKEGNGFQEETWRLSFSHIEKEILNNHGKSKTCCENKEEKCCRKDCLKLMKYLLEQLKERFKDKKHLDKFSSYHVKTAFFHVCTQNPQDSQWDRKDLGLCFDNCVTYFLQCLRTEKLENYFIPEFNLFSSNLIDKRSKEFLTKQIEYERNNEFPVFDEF
mcGAS inh – mouse cGAS inhibition by luminescence; inhibition, % at 12.5 µM; AID 1259399; actives 0.15% (n = 160,000); recombinant cGAS, Kinase-Glo ATP depletion luminescence; Q8C6L5;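 note: 0% = negative control wells and 100% = reference inhibitor with no enzyme activity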
* hit, by the source's call; & = joins results of further samples. Cut-off read from the data, not from the text of the source, unless noted: active = inhibition above about 40%; inactive = the rest.

COc1cccc(C(=O)NC(C(=O)NCc2ccco2)C2CCN(S(=O)(=O)c3ccc(Cl)cc3)CC2)c1 (stereo not given) was read as NPYLR7 agonist -0.4, hcGAS inh -1.5 and mcGAS inh -4.7.
`N#CC(Sc1nnnn1CC(F)(F)F)C1CCCCC1` (stereo not given) gave NPYLR7 agonist -13.5 and hcGAS inh 5.3.
Screening CCOC(=O)CSc1cc(C)nc(NC(C)=O)n1 returned NPYLR7 agonist 0.0, hcGAS inh -4.5 and mcGAS inh -5.3.
O=C1CC2(CCCC2)CC(=O)N1CCc1nc2ccccc2[nH]1 was read as NPYLR7 agonist -9.4, hcGAS inh -3.3 and mcGAS inh -4.3.
CCOC(=O)C1(CCOc2ccccc2)CCN(C(=O)CC2=CCCCC2)CC1 was read as NPYLR7 agonist 19.7 and hcGAS inh -6.4.
CN(C)CC(NC(=O)c1ccc(Br)o1)c1ccccc1 (stereo not given) was read as NPYLR7 agonist 7.0 and hcGAS inh -4.0.
Screening CCOC(=O)CC(=O)CSc1n[nH]c(=O)[nH]c1=O returned NPYLR7 agonist 6.7&12.6, hcGAS inh -4.1&-2.0 and mcGAS inh -6.9&-4.5.
CN(C)Cc1nnnn1CCn1nnnc1CN(C)C was read as NPYLR7 agonist 18.2, hcGAS inh -3.0 and mcGAS inh -4.2.
`O=C(Nc1ccc2[nH]cc(CCN3CCN(c4cccc(C(F)(F)F)c4)CC3)c2c1)c1c(F)ccc(F)c1Cl` gave NPYLR7 agonist 1.7, hcGAS inh -5.6 and mcGAS inh -4.0.
`Cc1cc(C(=O)COC(=O)CC23CC4CC(CC(Br)(C4)C2)C3)c(C)n1CC1CCCO1` (stereo not given) gave NPYLR7 agonist 8.4, hcGAS inh -4.8 and mcGAS inh -4.0.
Screening CN(C)CCNC(=S)NC1CCCCC1 returned NPYLR7 agonist -7.6 and hcGAS inh 2.1.
`COc1ccc(-c2cc(N)nc3[nH]ccc23)cn1` gave NPYLR7 agonist 7.5, hcGAS inh -4.4 and mcGAS inh -18.1.
Screening CC(=O)Nc1cccc(NC(=O)CSc2nc(=O)n(Cc3ccccn3)c3c2CCC3)c1 returned NPYLR7 agonist -6.1, hcGAS inh -0.3 and mcGAS inh -1.0.
`Cc1ccc2nc(CSCC(=O)N3CCN(C(=O)C4CCCO4)CC3)cn2c1` (stereo not given) gave NPYLR7 agonist 5.7 and hcGAS inh -13.7.
For C=CCN(CC(=O)NC1CCCCC1C)S(=O)(=O)c1ccc(OC)cc1 (stereo not given) the results were NPYLR7 agonist -6.0 and hcGAS inh 2.2.
COc1cc(Cl)cc2cc(C(=O)N3CC[C@@H](N)[C@@H](OC)C3)oc12 was read as NPYLR7 agonist 13.3 and hcGAS inh -3.3.
For Cc1c(C(=O)NCc2cccc(Cl)c2)sc(=O)n1CC(=O)N(C)C the results were NPYLR7 agonist 15.2 and hcGAS inh -3.7.
Screening Cc1ccc(CN(Cc2ccccc2)C(=O)CN(CCCN2CCOCC2)C(=O)c2ccc(C(C)(C)C)cc2)o1 returned NPYLR7 agonist 4.8, hcGAS inh -2.0 and mcGAS inh -4.2.
For Cc1[nH]nc2c1C(c1ccco1)C(C#N)C(=N)O2 (stereo not given) the results were NPYLR7 agonist 2.8, hcGAS inh -4.7 and mcGAS inh -6.0.
`CSc1ccccc1C(=O)NCc1c(C)ncc2c1CCN(C(=O)c1ccccc1-n1cccn1)C2` gave NPYLR7 agonist 19.5, hcGAS inh -7.5 and mcGAS inh -13.8.
For CCOc1cc2ncc(C#N)c(Nc3ccc(F)c(Cl)c3)c2cc1NC(=O)/C=C/CN(C)C the results were NPYLR7 agonist -0.4, hcGAS inh -1.9 and mcGAS inh -6.8.
`COc1ccc(-n2c(-c3ccccc3)cc(C(=O)NCCN3CCCCC3)c2C)c(OC)c1` gave NPYLR7 agonist -2.0, hcGAS inh -10.3 and mcGAS inh -5.2.
For Cc1ccc(NC(=O)C(=O)Nc2cc3c4c(c2)CCN4C(=O)CC3)cc1F the results were NPYLR7 agonist 8.0 and hcGAS inh -4.8.
Cn1nccc1C(=O)N(Cc1ccccn1)c1nc2c(F)cccc2s1 was read as hcGAS inh -6.1 and mcGAS inh -6.2.
Cc1nn(-c2ccccc2)c2[nH]cc(C(=O)NCc3ccccc3Cl)c(=O)c12 was read as NPYLR7 agonist -0.5, hcGAS inh 4.7 and mcGAS inh 2.2.
COc1ccnc(N(C)C(=O)c2ccc(-n3cccn3)cc2)n1 was read as NPYLR7 agonist 3.8 and hcGAS inh -6.0.
CN(Cc1ccc(Cl)c(Cl)c1)S(=O)(=O)c1ccc(Cl)nc1 was read as NPYLR7 agonist 5.4 and hcGAS inh -2.6.
For CSc1ccc(C(=O)CC(C)(C)C(=O)NCCC(C)(C)C)cc1 the results were NPYLR7 agonist -19.3, hcGAS inh 0.3 and mcGAS inh 0.0.
`CCOCCn1c(=O)c2c(nc3n2CCCN3c2ccc(OC)cc2OC)n(C)c1=O` gave hcGAS inh -3.7 and mcGAS inh -6.2.
`Nc1nnc(SCC(=O)NCC2CCS(=O)(=O)CC2)s1` gave hcGAS inh -6.5 and mcGAS inh -4.3.
For Cc1ccc(CN(Cc2nc3cc(C)ccc3o2)C(=O)c2c(F)cccc2F)cc1 the results were NPYLR7 agonist -0.5, hcGAS inh -5.0 and mcGAS inh -6.0.
`C=CC[n+]1c2n(c3ccc(F)c(F)c31)CCCCC2` gave NPYLR7 agonist 2.4 and hcGAS inh -4.8.
For O=C(Cc1c[nH]c2ccccc12)NN1C(=O)C=C(c2ccccc2)C1=O the results were NPYLR7 agonist -11.9, hcGAS inh -6.0 and mcGAS inh -4.0.
Screening Cc1oc(N)c(C#N)c1C returned NPYLR7 agonist 2.3 and hcGAS inh -5.3.
For CCN(CC)C(=O)Oc1ccc2c(ccn2Cc2ccc(Cl)cc2)c1-c1ccc(C#N)cc1 the results were NPYLR7 agonist 4.6, hcGAS inh -6.4 and mcGAS inh -7.6.
C=CCNC(=O)CSc1c(CC(C)C)cnc2c1c(=O)n(C)c(=O)n2C was read as NPYLR7 agonist 0.2, hcGAS inh -11.4 and mcGAS inh -11.4.
Screening O=C(NCc1ccc2[nH]c3c(c2c1)CCCCCC3)c1ccn[nH]1 returned hcGAS inh -3.2 and mcGAS inh -12.9.
`C/C=C(\C)C(=O)N1CCC(c2cn(CCOCC)c3ccccc23)CC1` gave NPYLR7 agonist -1.4, hcGAS inh 6.5 and mcGAS inh 2.1.
`Cn1c(=O)[nH]c(=O)c2c1nc(N1CCN(Cc3ccccc3F)CC1)n2CCc1ccccc1` gave NPYLR7 agonist -3.9 and hcGAS inh -5.5.
For O=C(Nc1ccc2oc(-c3cccs3)nc2c1)C1CC1 the results were NPYLR7 agonist 21.9, hcGAS inh -3.0 and mcGAS inh -6.2.
For NC1(C(=O)NCc2cccnc2Oc2ccc(F)cc2F)CCC1 the results were NPYLR7 agonist 17.8 and hcGAS inh -6.2.
COc1cccc(C(=O)Nc2ccc(N3CCN(c4ccccc4OC)CC3)c(C(=O)NCc3ccccc3)c2)c1 was read as NPYLR7 agonist 13.6, hcGAS inh -0.4 and mcGAS inh -3.8.
Screening Cc1ccc(NC(=O)C(C)C)c(C(=O)N2CCCN(C)CC2)c1 returned NPYLR7 agonist 1.4 and hcGAS inh -6.3.
CC(=O)Nc1ccc(-c2nccn2CCn2cccn2)cc1 was read as NPYLR7 agonist 20.9, hcGAS inh -6.2 and mcGAS inh -16.5.
`COc1cc(CN(CC(O)COc2ccccc2C)C2CC2)cc(OC)c1` (stereo not given) gave NPYLR7 agonist 8.6, hcGAS inh -1.7 and mcGAS inh -3.8.
For CCN1CC(CN(C)c2nc3nonc3nc2NCc2ccccc2)CC1=O (stereo not given) the results were NPYLR7 agonist 3.2 and hcGAS inh -2.8.
`c1ccc(-c2ccccc2-c2cncnc2)cc1` gave NPYLR7 agonist 1.9 and hcGAS inh -2.5.
COc1ccc(NC(=S)Nc2ccc3cn[nH]c3c2)cc1 was read as NPYLR7 agonist 1.0, hcGAS inh -13.4 and mcGAS inh -6.0.
Screening COc1ccc(OCc2nc(CSc3nc(C)cs3)cs2)cc1 returned NPYLR7 agonist 17.9, hcGAS inh -6.8 and mcGAS inh -6.0.
Screening O=C(c1nn2c(C(F)(F)F)cc(-c3ccc(Br)cc3)nc2c1Cl)N1CCCCC1 returned NPYLR7 agonist 6.9, hcGAS inh -8.9 and mcGAS inh -6.2.
For CC1CCc2c(sc3[nH]c(=S)[nH]c(=O)c23)C1 (stereo not given) the results were NPYLR7 agonist 1.7, hcGAS inh -6.2 and mcGAS inh 3.5.
For CC(=O)N1CCC(NC(=O)C2CCN(S(=O)(=O)c3ccc4c(c3)OCCO4)CC2)CC1 the results were NPYLR7 agonist 6.1 and hcGAS inh -7.8.
`O=C(Nc1ccccc1F)N1CCSC1c1cccc(OCc2ccccc2)c1` (stereo not given) gave NPYLR7 agonist 16.3, hcGAS inh -6.9 and mcGAS inh -6.1.
COc1ccc(CNC(=O)c2cc(S(=O)(=O)NC(C)(C)C)ccc2C)cn1 was read as NPYLR7 agonist 2.0 and hcGAS inh -2.2.
For Cc1ccc(NC(=O)CN2CCCC3(CCc4ccccc43)C2)c(Br)c1 (stereo not given) the results were NPYLR7 agonist 2.8 and hcGAS inh -1.8.
Screening CN(CC(=O)Nc1cccc(F)c1)C(=O)CCn1c(=O)oc2ccccc21 returned NPYLR7 agonist 0.7 and hcGAS inh 5.0.
`Cc1cccc(C)c1NC(=O)C1C2CC3OC(=O)C1C3C2` (stereo not given) gave NPYLR7 agonist -0.8 and hcGAS inh -10.5.
Screening c1ccc(-c2ccc(NCc3cccnc3-n3ccnc3)nn2)cc1 returned NPYLR7 agonist -23.0, hcGAS inh -0.4 and mcGAS inh -0.8.
COc1ccc(N2CCN(C(=O)Nc3ccc(C)cc3)C(C)C2=O)cc1 (stereo not given) was read as NPYLR7 agonist 11.9, hcGAS inh -4.4 and mcGAS inh -3.6.
COC(=O)N1CCCCC1C(=O)N1CCC2(CC1)CC(=O)N(CC(C)C)C2 (stereo not given) was read as hcGAS inh -15.0 and mcGAS inh -5.9.
For O=C(Nc1cccnc1Cl)c1cnn2c1NC(c1ccccc1)CC2C(F)(F)F (stereo not given) the results were NPYLR7 agonist 35.5, hcGAS inh -7.7 and mcGAS inh -7.9.
For CCCCC(NC(=O)c1sc2ncn(C)c(=O)c2c1C)c1cccnc1 (stereo not given) the results were NPYLR7 agonist 1.5, hcGAS inh -4.3 and mcGAS inh -11.0.
`CCN(CC)c1onc(-c2ccccc2)c1CN(CCN(C)C)C(=O)c1ccccc1F` gave NPYLR7 agonist 1.2, hcGAS inh 0.1 and mcGAS inh -3.8.
For Cc1ccccc1C1(O)CCN(Cc2ccc(S(C)(=O)=O)cc2)C1 (stereo not given) the results were NPYLR7 agonist 9.2 and hcGAS inh -6.8.
CC1Cc2ccccc2N1C(=O)CN(C)S(=O)(=O)c1cc(C(F)(F)F)ccc1Cl (stereo not given) was read as NPYLR7 agonist -2.0 and hcGAS inh -12.4.
O=C(c1ccsc1)N1CC[C@@H](c2ccc3c(c2)OCO3)[C@H](O)C1 was read as NPYLR7 agonist 1.1 and hcGAS inh 3.5.
CCOc1ccccc1N1CCN(C(=O)c2cc(OC)c(OC)c(OC)c2)CC1 was read as NPYLR7 agonist 0.9, hcGAS inh -1.8 and mcGAS inh -5.3.
For Cc1cc(C(=O)N2CCCC3(CCN(C)CC3)CC2)nc(C)n1 the results were NPYLR7 agonist -5.5, hcGAS inh -4.7 and mcGAS inh -11.3.
`CCCCNC(=O)C1(C)CCN1Cc1cccc(OC(=O)c2ccccc2)c1` (stereo not given) gave NPYLR7 agonist 3.3 and hcGAS inh -8.8.
Cc1nonc1COC(=O)c1c(C)oc(C)c1C was read as NPYLR7 agonist -2.3 and hcGAS inh -16.7.
For Cc1ccccc1-c1noc(Cn2cnc3scc(-c4ccccc4)c3c2=O)n1 the results were NPYLR7 agonist 1.5 and hcGAS inh -7.2.
For CCCn1c(CN2CCCC(C)C2)nc2c1c(=O)n(C)c(=O)n2C (stereo not given) the results were NPYLR7 agonist 5.2 and hcGAS inh -1.3.
For Cc1c2c(n(Cc3cccc(F)c3)c1C(=O)NCc1ccc3c(c1)OCO3)CCCC2 the results were NPYLR7 agonist -8.8, hcGAS inh 5.7 and mcGAS inh -0.6.
CN1C(=O)Cc2cc(-c3csc(CCN4CCCCC4)n3)ccc21 was read as NPYLR7 agonist 0.3 and hcGAS inh -3.7.

Entries above with a furan ring, fused or not:
COc1cccc(C(=O)NC(C(=O)NCc2ccco2)C2CCN(S(=O)(=O)c3ccc(Cl)cc3)CC2)c1 (stereo not given) was read as NPYLR7 agonist -0.4, hcGAS inh -1.5 and mcGAS inh -4.7.
CN(C)CC(NC(=O)c1ccc(Br)o1)c1ccccc1 (stereo not given) was read as NPYLR7 agonist 7.0 and hcGAS inh -4.0.
COc1cc(Cl)cc2cc(C(=O)N3CC[C@@H](N)[C@@H](OC)C3)oc12 was read as NPYLR7 agonist 13.3 and hcGAS inh -3.3.
Screening Cc1ccc(CN(Cc2ccccc2)C(=O)CN(CCCN2CCOCC2)C(=O)c2ccc(C(C)(C)C)cc2)o1 returned NPYLR7 agonist 4.8, hcGAS inh -2.0 and mcGAS inh -4.2.
For Cc1[nH]nc2c1C(c1ccco1)C(C#N)C(=N)O2 (stereo not given) the results were NPYLR7 agonist 2.8, hcGAS inh -4.7 and mcGAS inh -6.0.
Screening Cc1oc(N)c(C#N)c1C returned NPYLR7 agonist 2.3 and hcGAS inh -5.3.
Cc1nonc1COC(=O)c1c(C)oc(C)c1C was read as NPYLR7 agonist -2.3 and hcGAS inh -16.7.

High-throughput results (PubChem BioAssay)
